Assay outcomes from PubChem BioAssay.
USP1 inh: Inhibitors of USP1/UAF1: Primary Screen; recombinant USP1/UAF1, Ub-Rhodamine cleavage fluorescence; 390,000 compounds, 0.23% hits; Potency, µM (highest dose often 57.1 µM), for inactives: at the top dose activity change, negative = inhibition, hits mostly inhibitors; Ubiquitin carboxyl-terminal hydrolase 1 (Homo sapiens), O94782; also: potency is read from the fitted curve at half-maximal effect; % is scaled to controls: 0 for no effect and ±100 for the full control effect; nearly all actives have a fitted effect of over 60% in size; inactives centre near -12
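Step one: compound is pinned into 1nM USP1/UAF1 in HEPES pH 7.8 buffer with TCEP. Step two: 15 min room-temperature incubation. Step three: Ub-Rho (150nM final) starts cleavage, tracked by fluorescence over six one-minute reads.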
TrxR1 substrate: qHTS Assay for Substrates of Mammalian Selenoprotein Thioredoxin Reductase 1 (TrxR1): qHTS; Thioredoxin reductase 1, cytoplasmic (Rattus norvegicus), O89049; purified TrxR1 substrate turnover, NADPH consumption readout; Potency, µM (top dose mostly 114 µM), for the others: top-dose activity change, negative = substrate turnover; 390,000 compounds, 0.01% hits; AID 588456, 2011; also: potency is read from the fitted curve at half-maximal effect; % is scaled to controls: 0 for no effect and ±100 for the full control effect; nearly all actives have a fitted effect of over 50% in size
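Rat TrxR1, dispensed at 90 nM, was prereduced with 400 uM NADPH (final) for 5 min at ~22 deg C, then incubated with compound 15 min before 400 uM selenite. A first-read NADPH fluorescence drop versus no-compound background flagged substrates.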
Vif-A3F inh: qHTS for Inhibitors of Vif-A3F Interactions: qHTS; HeLa A3F-eYFP + Vif (tagged APOBEC3F with the HIV-1 protein that degrades it), YFP fluorescence increase; Potency, µM (titrated, usually from 46.1 µM), without a hit: top-dose activity, negative = active; 390,000 compounds, 0.2% hits; also: potency is read from the fitted curve at half-maximal effect; % of control where 0% means no effect; nearly all actives have a fitted effect of over 65% in size
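HeLa cells stably expressing A3F-eYFP plus Vif, plated and incubated overnight at 37 deg C, then exposed to compounds overnight at 37 deg C. Blocked degradation read as raised yellow fluorescence (Ex 488/Em 500-530).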
TrxR1 inh: qHTS Assay for Inhibitors of Mammalian Selenoprotein Thioredoxin Reductase 1 (TrxR1): qHTS | Potency, µM (top dose mostly 114 µM), for inactives: top-dose activity change, negative = inhibition, hits mostly inhibitors | Thioredoxin reductase 1, cytoplasmic (Rattus norvegicus), O89049 | recombinant rTrxR1, NADPH fluorescence consumption, selenite substrate | 390,000 compounds, 1% hits; also: potency is read from the fitted curve at half-maximal effect; % is scaled to controls: 0 for no effect and ±100 for the full control effect; nearly all actives have a fitted effect of over 65% in size
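Rat TrxR1 (90 nM in the dispensed reagent) was pre-reduced with 400 uM NADPH for 5 min at room temperature, then incubated with compound for 15 min. After 400 uM selenite was added, NADPH fluorescence (Ex 340/Em 450 nm) was followed for 8 min.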
Glioma ERSR ind: qHTS for Inducers of the Endoplasmic Reticulum Stress Response (ERSR) in Human Glioma: qHTS | U87-MG GRP78 promoter luciferase reporter, 16 h | Potency, µM, without a hit: top-dose activation, actives largely listed as activators | 420,000 compounds, 0.02% hits; also: potency is read from the fitted curve at half-maximal effect; series mostly up to about 76 µM; % of control where 0% means no effect; nearly all actives have a fitted effect of over 35% in size
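Stably transfected U87-MG glioma cells carrying a GRP78-based luciferase sensor; 16 h compound incubation. Luminescence end-point read 10 min after Bright-Glo addition at room temperature.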
mIDH1 inhibitor: qHTS for Inhibitors of mutant isocitrate dehydrogenase 1 (IDH1): qHTS; IDH1-R132H enzyme, NADPH consumption, diaphorase/resazurin fluorescence; Potency, µM (doses to about 76.6 µM), for the others: at the top dose activity change, negative = inhibition, hits mostly inhibitors; AID 602179, 2012; 390,000 compounds, 0.093% hits; also: potency is read from the fitted curve at half-maximal effect; % is scaled to controls: 0 for no effect and ±100 for the full control effect; nearly all actives have a fitted effect of over 65% in size
Target sequence (O75874 whole entry R132H, stated change not applied): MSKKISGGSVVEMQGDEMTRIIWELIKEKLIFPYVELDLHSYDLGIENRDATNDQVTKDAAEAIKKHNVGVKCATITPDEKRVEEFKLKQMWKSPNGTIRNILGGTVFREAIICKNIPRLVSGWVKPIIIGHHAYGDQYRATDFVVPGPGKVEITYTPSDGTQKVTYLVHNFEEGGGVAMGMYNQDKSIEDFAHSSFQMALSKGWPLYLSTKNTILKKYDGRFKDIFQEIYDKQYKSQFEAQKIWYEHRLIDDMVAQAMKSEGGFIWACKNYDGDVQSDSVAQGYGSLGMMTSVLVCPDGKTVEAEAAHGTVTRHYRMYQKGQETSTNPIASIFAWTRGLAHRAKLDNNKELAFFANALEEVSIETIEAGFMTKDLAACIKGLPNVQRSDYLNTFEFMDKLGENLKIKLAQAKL
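IDH1-R132H (0.5 ug/mL dispensed) in pH 7.5 Tris buffer was preincubated 30 min with compound, then given a substrate mix of 0.016 mM NADPH and 2 mM alpha-KG for 80 min at room temperature; remaining NADPH was read by diaphorase/resazurin fluorescence.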
Vif-APOBEC3G blk: qHTS for Inhibitors of Vif-A3G Interactions: qHTS | Potency, µM (doses to about 46.1 µM), for the others: at the top dose activity, negative = active, actives largely listed as inhibitors | 410,000 compounds, 0.076% hits | HeLa A3G-eYFP + Vif (tagged APOBEC3G with the HIV-1 protein that degrades it), YFP fluorescence, overnight | DNA dC->dU-editing enzyme APOBEC-3G (Homo sapiens), Q9HC16;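 also: potency is read from the fitted curve at half-maximal effect; % is scaled to controls: 0 for no effect and ±100 for the full control effect; nearly all actives have a fitted effect of over 60% in size; hits raise eYFP signal because A3G escapes Vif-driven loss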
Target sequence (Q9HC16 whole entry, looked up): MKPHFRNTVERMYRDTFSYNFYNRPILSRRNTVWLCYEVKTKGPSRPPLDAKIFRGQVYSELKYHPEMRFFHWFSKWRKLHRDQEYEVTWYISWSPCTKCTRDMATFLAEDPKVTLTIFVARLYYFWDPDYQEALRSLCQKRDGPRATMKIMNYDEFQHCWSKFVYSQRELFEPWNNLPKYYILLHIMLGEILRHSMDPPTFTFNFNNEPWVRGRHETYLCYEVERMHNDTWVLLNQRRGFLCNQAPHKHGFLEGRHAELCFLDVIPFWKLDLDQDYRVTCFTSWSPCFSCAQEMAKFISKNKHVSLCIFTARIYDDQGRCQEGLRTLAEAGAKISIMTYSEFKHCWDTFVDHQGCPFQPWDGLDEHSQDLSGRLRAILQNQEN
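HeLa cells stably expressing Vif and C-terminally eYFP-tagged A3G, seeded overnight at 37 deg C, then exposed to compound by pintool overnight at 37 deg C. Rise in yellow fluorescence (Ex 488/Em 500-530, Acumen) marks blocked Vif-driven A3G degradation.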
RGS4 inhibitor: Inhibitors of Regulator of G Protein Signaling (RGS) 4: qHTS. 390,000 compounds, 0.039% hits. Transcreener GDP fluorescence polarization, RGS4-accelerated GTP hydrolysis. Potency, µM (titrated, usually from 114 µM), for inactives: top-dose activity change, negative = inhibition, hits mostly inhibitors; also: potency is read from the fitted curve at half-maximal effect; % is scaled to controls: 0 for no effect and ±100 for the full control effect; nearly all actives have a fitted effect of over 75% in size; some results filed as inactive show a strong effect at the top dose
Target sequence (P49798 whole entry, looked up): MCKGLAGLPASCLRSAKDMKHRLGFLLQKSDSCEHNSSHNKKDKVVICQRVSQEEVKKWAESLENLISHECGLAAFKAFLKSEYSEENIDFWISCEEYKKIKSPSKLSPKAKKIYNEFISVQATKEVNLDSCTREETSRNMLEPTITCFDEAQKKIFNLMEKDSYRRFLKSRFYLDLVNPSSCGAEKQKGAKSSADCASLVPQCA
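MLSMR compounds (23 nl, pin-transferred) preincubated 10 min at room temperature with a 500nM (2x) first reagent, then RGS4 at 900nM (2x) plus Transcreener GDP mix added; fluorescence polarization (620/688 nm) read before and after 90 min at 30 °C.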
LDHA inh: qHTS assay for inhibitors of human lactate dehydrogenase; L-lactate dehydrogenase A chain (Homo sapiens), P00338; AID 1347041, 2019; purified LDHA, NADH/diaphorase-resazurin fluorescence; stronger effect = lower value; 480,000 compounds, 0.15% hits; activity change, % (values are at about 110 or 230 µM); in the data active = activity change below about -30%; inconclusive = mostly about -25% to -30%;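 also: plate controls were DMSO wells for no effect and wells without enzyme for full effect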
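LDH5 2 nM; NADH 0.06 mM, pyruvate 0.2 mM; 200 mM Tris pH 7.4, EDTA, Tween-20; 5 min RT. Detection: diaphorase 0.133 mg/mL + resazurin 37 µM, fluorescence ex540/em590 at 0 and 20 min; normalized to enzyme-free and DMSO wells.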
* marks the source's active call; other numbers are inactive results; ? = inconclusive; & = joins results of further samples; [ ] = dose if it differs, or a comment. Unless noted, calls follow the shape of the dose curve; as a rule, active = well fitted curve in the direction sought with a large enough effect; inconclusive = small, poorly fitted or top-dose-only effect, or another doubt; inactive = no such curve, though single readings can be large; an effect the other way counts as inactive or inconclusive. Not all compounds are listed. The share of hits here may be higher or lower than overall.

Sequence of screens: USP1 inh	TrxR1 substrate	Vif-A3F inh	TrxR1 inh	Glioma ERSR ind	mIDH1 inhibitor	Vif-APOBEC3G blk	RGS4 inhibitor	LDHA inh
- CCOC(=O)COn1c(=O)c(C)[n+]([O-])c2ccccc21
→ 6%	10%	-1%	-7%	-1%	-2%	-1%	0%	0
- CNC(=S)NNC(=O)CNc1ccc(C)c(Cl)c1
→ -8%	2%	-4%	-11%[57.1 µM]	-2%	-3%	-7%	-52%	-2
- O=C(CCNS(=O)(=O)c1ccc(Cl)cc1)N1CCC2(O)CCCCC2C1 (stereo not drawn)
→ -1%	7%[57.1 µM]	-2%	11%	-2%	-1%	-3%	10%	-4
- COc1ccc(S(=O)(=O)N2CCC(C(=O)NCCC(=O)NCc3ccncc3)CC2)cc1
→ -20%	4%	-2%	-1%	0%	-15%	-1%	3%[11.4 µM]	-2
- COc1ccc(Cn2ccnc2CO)cc1[N+](=O)[O-]
→ -15%	2%	0%	3%	-6%	-4%	2%	-12%	-2
- COc1ccc(O)c(C2=Nc3ccccc3N=C(c3ccccc3)C2)c1
→ -5%&-21%	8%&-1%	-2%&3%	17%&4%	7%&0%	-4%&14%	-3%&-3%	33%&24%	-10&-8
- COc1cccc(/C=N/NC(=O)c2ccc(OCc3cccc(Br)c3)cc2)c1
→ -6%	0%	-6%	-2%	-7%	2%	0%	-1%[56.9 µM]	-6
- CCN(C(=O)CCc1nnc2ccc(NCc3ccco3)nn12)c1ccccc1
→ -13%	-1%	-9%	3%	-5%	10%	-2%	-1%	-3
- Cc1nc(-c2ccccc2)sc1C1(C)CC(c2ccc(C#N)cc2)=NO1 (stereo not drawn)
→ -28%	2%	-4%	10%	-1%	6%	2%	13%	6
- Cc1nn(Cc2ccccc2)c(C)c1C(=O)NCCN1C(=O)S/C(=C\c2ccccc2)C1=O
→ -22%	-11%	1%	?	-2%	0%	0%	-20%	-1
- Cn1nnnc1SCC(=O)NCC(=O)c1ccccc1
→ -6%	8%	-8%	?	-4%	-3%	1%	8%	-5
- CC1=C(C(=O)NCCN2CCOCC2)C2(CCC(C)CC2)OC1=O (stereo not drawn)
→ -18%	16%[57.1 µM]	-7%	37%	-1%	15%	0%	1%	-7
- c1ccc(-c2csc3nnc(SCc4ccc5c(c4)OCO5)n23)cc1
→ -5%	9%[57.1 µM]	-15%	3%[57.1 µM]	-2%	-1%	2%	?	0
- O=C(CCN1C(=O)c2ccccc2C1=O)Nc1ccc(F)cc1
→ -11%	11%	0%	19%	-1%	0%	-2%	8%	-4
- CC(C)Cn1c(N)c(C(=O)COC(=O)c2cc(-c3ccccc3)nc3ccccc23)c(=O)n(C)c1=O
→ -22%	7%[57.1 µM]	0%	9%[57.1 µM]	-4%	-2%	1%	-12%	-2&16
- C/C(CC(=O)NCc1ccco1)=N\NC(=O)COc1ccc(Cl)cc1Cl
→ -26%	5%	6%	14%	-3%	12%	?	13%	1
- CCNc1ccc(C(=O)OC(C(=O)NC(N)=O)C(C)C)cc1[N+](=O)[O-] (stereo not drawn)
→ -10%	-9%[57.1 µM]	2%	39%[57.1 µM]	0%	8%	0%	-18%	-2
- Cc1c(C(=O)N(C)c2ccccc2)oc2c1C(O)CC(C)(C)C2 (stereo not drawn)
→ -15%	6%	-9%	17%	-3%	4%	-1%	-12%	2
- CC(C)(C)c1nnc2sc(SCCN3C(=O)c4ccccc4C3=O)nn2c1=O
→ -17%	15%[57.1 µM]	-6%	12%[57.1 µM]	-4%	12%	2%	-12%	0
- Cc1cc(C)cc(NC(=O)COC(=O)c2ccc(CN3CCCC3=O)cc2)c1
→ -8%	3%	-7%	6%	-3%	-1%	-4%	-10%	-3
- COc1ccc(NC(=O)c2cccc(S(=O)(=O)N3CCCCCC3)c2)cc1
→ -7%	1%	4%	7%	0%	4%	4%	-11%	-4
- CC(C)(O)C(O)COc1c2ccoc2cc2oc(=O)ccc12 (stereo not drawn)
→ 10%	12%	-7%	-1%	1%	10%	4%	1%	0
- N#Cc1ccsc1NC(=O)CSc1nncs1
→ -17%	5%	-14%	3%	-9%	10%	3%	-31%	-2
- CCOC(=O)CCC(NC(=O)CCCCCCCC(=O)NC(CCC(=O)OCC)C(=O)OCC)C(=O)OCC (stereo not drawn)
→ -10%	-10%[11.4 µM]	-1%	-20%[11.4 µM]	-3%	-1%	0%	7%	-4
- CCc1cccc(CC)c1NC(=O)C(Cc1ccccc1)NS(=O)(=O)c1cccc2nsnc12 (stereo not drawn)
→ -7%	-3%	5%	24%	2%	15%	0%	4%	2
- COc1ccc(CN2CCN(CCc3ccccc3)C(CCO)C2)c(Cl)c1OC (stereo not drawn)
→ -19%	8%	-3%	31%	0%	-2%	4%	-11%	1
- Cc1ccc(CNC(=O)CCn2ccc3cc(S(=O)(=O)N4CCCC4)ccc32)cc1
→ -31%&3%	-3%&1%	-9%&0%	11%&17%	-5%&-3%	1%&-1%	0%&-5%	14%&15%	1&1
- Cc1cc(C)c(-c2cc(NC(=O)CSc3nncn3C)n(-c3ccccc3)n2)cc1C
→ -19%	0%	5%	15%	1%	2%	2%	-8%	0
- CCOC(=O)CN1C(=O)S/C(=C/c2ccco2)C1=O
→ -17%	-15%	-3%	-3%[57.1 µM]	-1%	1%	1%	-18%	3
- O=[N+]([O-])c1nn(-c2ccccc2)[n+]([O-])c1N1CCN(c2ccccc2F)CC1
→ -6%	-8%	-3%	6%	-3%	7%	0%	6%	-3
- CC1=C(C(N)=O)C(c2cccc(Br)c2)n2nc(SCc3ccccc3Cl)nc2N1 (stereo not drawn)
→ -13%	-2%[57.1 µM]	9%	15%[57.1 µM]	-2%	-15%	-1%	21%	-3
- Cc1cc(C(=O)NC2Cc3ccccc3C2)c(C)o1
→ -7%	0%	9%	9%	2%	5%	0%	-11%	-7
- CC(CC(=O)Nc1ccc2c(c1)OCO2)c1ccccc1 (stereo not drawn)
→ -24%	4%	-2%	32%	6%	4%	-3%	-14%	4
- CC1CC(C(=O)Nc2ccccc2)C(=O)O1 (stereo not drawn)
→ -6%	5%[57.1 µM]	-3%	21%[57.1 µM]	-4%	-4%	-3%	-46%	-3
- Cn1ncc(C#N)c1/N=C/N1CCCC1
→ -7%	-1%	-4%	7%[57.1 µM]	-3%	-1%	2%	-9%	-2
- COC(=O)c1[nH]c2ccccc2c1NC(=O)C(C)N1CCN(C(=O)c2ccco2)CC1 (stereo not drawn)
→ -20%	8%	3%	-11%	-4%	-2%	-1%	-6%	-5
- Cc1cccc(Nc2nc(N)nc(CN3CCN(Cc4ccc5c(c4)OCO5)CC3)n2)c1
→ -7%	-1%[57.1 µM]	1%	5%[57.1 µM]	-3%	3%	1%	22%	-3
- O=C(NC1CCCCC1)N1CCCC(c2nc(-c3ccc(S(=O)(=O)N4CCCC4)cc3)no2)C1 (stereo not drawn)
→ 5%	-5%	?	4%	-2%	-1%	1%	-1%	-10
- O=C(CN1C(=O)S/C(=C/c2cccs2)C1=O)N1CCCC1
→ -13%	-7%	2%	-5%	-4%	0%	-1%	11%	-8
- CC1C2=C(CC(C)(C)CC2=O)NC2=C1C(=O)CC(C)(C)C2
→ -15%	491%[activator]	-3%	167%	0%	0%	3%	7%	3
